Screens deposited in PubChem BioAssay by several laboratories.
Vif inh – HIV Vif self-association inhibitors, primary screen, imaging, HEK293T, single point. inhibition, % at 7.49 µM. actives 0.35% (n = 340,000). HEK293T cells, Vif self-association by quenched fluorescence, 24 h; in the data active means inhibition above about 50%, passing the limit was not always enough; further: some results filed as inactive read as strong as hits
MC4R antag cAMP – MC4R antagonists of cAMP signaling, primary screen, cell-based, TR-FRET, antagonist arm of biased-ligand search; Melanocortin receptor 4 (Homo sapiens), P32245; MC4R-expressing cells, MTII-stimulated cAMP, LANCE TR-FRET; inhibition, % at 6.5 µM; actives 0.48% (n = 360,000);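 active means inhibition above its plate's cutoff, the mean of tested wells on that plate plus 3 SD, cut at about 29% in these data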;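 further: 0% = Melanotan II alone and 100% = Melanotan II plus saturating MCL0020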
Target sequence (P32245 whole entry, looked up): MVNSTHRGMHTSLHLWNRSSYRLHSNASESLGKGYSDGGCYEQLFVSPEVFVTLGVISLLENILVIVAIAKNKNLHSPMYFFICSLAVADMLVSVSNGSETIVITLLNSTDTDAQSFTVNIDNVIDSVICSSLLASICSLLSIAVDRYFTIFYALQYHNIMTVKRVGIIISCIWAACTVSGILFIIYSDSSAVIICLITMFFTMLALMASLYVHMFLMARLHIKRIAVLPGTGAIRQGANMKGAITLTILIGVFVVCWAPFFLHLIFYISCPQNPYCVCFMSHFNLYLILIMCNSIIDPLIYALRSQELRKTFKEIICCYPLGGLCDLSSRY
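Test system: U2OS cells stably expressing human melanocortin 4 receptor (MC4R); also added: Melanotan II challenge; compound: 6.5 µM single dose; timing: 30-min compound preincubation, 1-h Melanotan II challenge, 1-h detection, room temperature; signal: Eu-cAMP/anti-cAMP TR-FRET, emission 671 nm; repeats: one well per compound, no replicates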
ABCB6 inh 2 – ABCB6 transporter inhibitors, primary screen, K562-ABCB6 cells, flow cytometry, MLPCN library | ATP-binding cassette sub-family B member 6 (Homo sapiens), Q9NP58 | K562-ABCB6 porphyrin accumulation, 1 h; hits give low values | fluorescence ratio to DMSO, % at 10 µM | actives 0.19% (n = 360,000) | AID 602162, 2011;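 active means fluorescence ratio to DMSO below 75%, the collection mean minus 3 SD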;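 further: signal is porphyrin accumulated inside mitochondria; 100% equals median channel fluorescence of DMSO control wells; lower ratio means ABCB6 inhibition with less porphyrin fluorescence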
NOD2-RIPK2 inh – NOD2-RIPK2 binding disruptors in cells, primary screen, fluorescence, CHO cells, BLA complementation. CCF4 ratio. inhibition, % at 4.98 µM. actives 0.38% (n = 360,000). AID 624267, 2012; in the data active means inhibition above about 21%;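 further: 0% = vehicle only and 100% = reference blocker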
Target sequence (O43353 whole entry, looked up): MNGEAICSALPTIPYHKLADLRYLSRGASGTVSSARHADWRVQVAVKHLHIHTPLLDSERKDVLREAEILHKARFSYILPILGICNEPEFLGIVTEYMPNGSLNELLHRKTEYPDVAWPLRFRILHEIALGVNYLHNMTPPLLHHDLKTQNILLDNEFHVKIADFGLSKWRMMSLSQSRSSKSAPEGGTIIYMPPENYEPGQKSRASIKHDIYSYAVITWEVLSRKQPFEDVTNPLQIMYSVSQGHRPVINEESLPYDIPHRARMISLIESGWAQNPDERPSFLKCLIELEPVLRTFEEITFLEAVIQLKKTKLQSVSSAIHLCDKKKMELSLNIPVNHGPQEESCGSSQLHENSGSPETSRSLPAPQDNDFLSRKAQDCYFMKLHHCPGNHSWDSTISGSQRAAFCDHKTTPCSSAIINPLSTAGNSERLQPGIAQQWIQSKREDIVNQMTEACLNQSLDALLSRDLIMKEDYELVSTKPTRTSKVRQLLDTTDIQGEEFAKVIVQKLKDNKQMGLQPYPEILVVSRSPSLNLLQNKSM
MC4R ag barr – MC4R agonists recruiting beta-arrestin, primary screen, cell-based, luminescence, agonist arm of biased-ligand search. Melanocortin receptor 4 (Homo sapiens), P32245. U2OS MC4R beta-arrestin complementation; percent of melanotan II response, DMSO zero. activation, % at 8.9 µM. actives 0.98% (n = 360,000). AID 540308, 2011;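 active means activation above a per-plate cutoff, the mean activation of sample wells on that plate plus 3 SD, cut at about 8% in these data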
aDG glyco up – activators of alpha-DG glycosylation, primary screen, uHTS, Pro5-aDG cells, AlphaScreen; alpha-DG glycosylation AlphaScreen (IIH6); 0% Pro5, 100% B10-LARGE cell signal; activation, % at 10 µM; actives 0.22% (n = 360,000);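 active means activation of at least 8% versus controls, or a plate z-score of at least 8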;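 further: Pro5 are CHO cells carrying HIG-tagged alpha-DG that lacks glycosylation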
TLR9-MyD88 inh – inhibitors of TLR9-MyD88 association in cells, primary screen, cell-based, CHO, BLA complementation, fluorescence; CCF4 FRET ratio; inhibition, % at 4.98 µM; actives 0.21% (n = 340,000); AID 504734, 2011;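 active means inhibition above the mean over all tested compounds plus 3 SD, cut at about 21% in these data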;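 further: 0% = DMSO only wells and 100% = clavulanate BLA inhibitor control wells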
ABHD5-PLIN5 inh – ABHD5-PLIN5 interaction inhibitors, primary screen, cell lysate, split luciferase complementation, luminescence; inhibition, % at 4 µM; Perilipin-5 (Homo sapiens) + 1-acylglycerol-3-phosphate O-acyltransferase ABHD5 (Homo …; Split G. princeps luciferase complementation, 4 h; actives 0.78% (n = 360,000);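 active means inhibition above the mean inhibition across every tested compound plus 3 SD, cut at about 22% in these data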;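 further: 0% = DMSO only wells and the 100% control is not disclosed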
N-glyco inh – increase of ERlucT glycosylation luciferase signal, primary screen, N-linked glycosylation inhibitor project, D54 ERlucT cells, luminescence, set 2 | D54 ERlucT glycosylation luciferase reporter, 24 h; percent of 100 nM tunicamycin response | reporter increase, % at 12.5 µM | actives 0.23% (n = 360,000);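 active means mean luciferase reporter signal, scaled so untreated is 0 and the glycosylation-blocking control 100, at or above a set limit in every replicate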;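 further: luciferase carries N-glycosylation sites so blocking glycosylation raises the light; 0% = median of neutral control wells and 100% = median of 100 nM tunicamycin wells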
Granule exo inh – LAMP-1 surface exposure blockers, TALL-104 cells – cell-based, flow cytometry, MLPCN library, primary screen | inhibition, % at 10 µM | AID 651702, 2012 | actives 0.66% (n = 360,000) | TALL-104 LAMP-1 surface exposure; cells stimulated with thapsigargin and PMA;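 active means inhibition above about 55%, limit read from the data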
Active calls of the source: *; . = not tested or not shown. Some of the compounds tested, so the mix of outcomes need not match the whole.

Structure,Vif inh,MC4R antag cAMP,ABCB6 inh 2,NOD2-RIPK2 inh,MC4R ag barr,aDG glyco up,TLR9-MyD88 inh,ABHD5-PLIN5 inh,N-glyco inh,Granule exo inh
COc1ccc(NC(=O)C2CCCC2)cc1S(=O)(=O)N1CCOCC1,-2,0,93,-1,-1.7,-0.2,-10,5,1,-4
CN(C)S(=O)(=O)c1ccc(C(=O)Nc2ccc(CN3CCCC3)cc2)cc1,-28,8,108,4,1.0,-0.1,-4,1,-1,4
Oc1ccc(/C=N/N=C/c2ccc(O)cc2)cc1,13,5,100,-2,-2.1,-0.3,3,-4,0,0
O=C(Nc1ccccc1N1CCOCC1)c1ccncc1,-2,2,102,1,-1.2,0.1,5,-5,2,5
O=S(=O)(c1ccc2ccccc2c1)N1CCOCC1,11,10,94,-4,-0.7,-0.1,-3,-5,0,1
CS(=O)(=O)N(CC(=O)N/N=C/c1cccs1)c1cccc(Cl)c1Cl,8,-1,99,9,-0.7,0.1,9,0,-1,0
O=C1C=C(c2ccc3cc[nH]c3c2)C[C@@H](c2ccc3c(c2)OCO3)C1,13,-6,100,-2,-0.4,0.4,9,2,14,-5
CC(=O)Nc1nc(COc2ccc3ccccc3c2)cs1,-3,18,97,-5,-0.8,1.7,-3,-6,-1,-3
Cc1ccc(C(=O)COC(=O)CCC(=O)Nc2cc(Cl)ccc2Cl)cc1[N+](=O)[O-],0,1,99,-16,1.9,-0.4,-10,8,1,1
Cc1ccc2c(c1)[C@H]1OCC[C@H]1[C@@H](c1ccncc1)N2,-1,1,97,-6,-0.7,0.1,-3,8,1,-3
O=C(Nc1ccc2c(c1)OCCO2)C(C1CC1)n1c(=O)c(-c2cc3ccccc3[nH]2)nc2ccccc21 (stereo not given),.,.,.,45*,.,1.2,.,2,.,5
CCN1C[C@@H]2[C@@H]3C(=O)N(C)C(=O)[C@@H]3[C@](Cc3ccccc3)(C1=O)N2C(=O)c1ccc(C(C)(C)C)cc1,0,-5,93,3,-1.1,-0.2,1,4,1,0
CN(C)/C=N/c1sc2c(c1C#N)CCC2,-2,-2,95,-7,1.1,0.0,-4,1,-1,0
C=CCN(CC=C)C(=O)c1c(OC)cccc1OC,-7,4,96,7,0.0,-0.2,0,-3,0,-2
Oc1cc(CNCc2ccccc2)c(O)cc1CNCc1ccccc1,-6,4,97,-12,-1.1,-0.1,-4,-3,1,1
O=C(O)CCCC(=O)Nc1ccccc1C(=O)N1CCCC1,-6,-7,97,-6,-2.3,0.1,-10,-6,2,-2
CN(CC(=O)Nc1ccc(Cl)cc1)C(=O)Cn1[nH]c(=O)c2ccccc2c1=O,-5,-7,98,-9,-1.4,-0.2,-1,8,-2,0
CN(C)c1ccc(/C=C(\C#N)c2ccccc2)cc1,20,-13,99,2,-0.6,-0.1,0,-5,-8,12
COc1cc(OC)cc(-c2noc([C@H]3C[C@H](O)[C@@H](CO)O3)n2)c1,15,2,97,0,0.1,0.0,.,1,1,1
O=C(N1CCOCC1)N1CCC(n2nnc3cc(F)ccc32)CC1,-7,2,93,-9,0.8,0.1,10,-4,0,-1
CSC1=NCCN1C(=O)c1ccc(S(=O)(=O)N2CCOCC2)cc1,-8,4,98,3,1.3,-0.1,-4,-4,0,2
O=C(c1cc(-c2ccc3c(c2)OCO3)on1)N1CCN(c2ccc(F)cc2)CC1,.,12,97,-2,6.3,0.0,-16,-2,0,0
CCOC(=O)CSc1nc(-c2cccs2)nc2c1c(=O)n(C)c(=O)n2C,10,3,89,-10,-0.3,0.5,-5,-8,0,6
Cn1c2c(c(=O)n(C)c1=O)[C@@]1(C(=O)Nc3ccccc31)C(C#N)=C(N)O2,0,-12,88,-8,-2.7,-0.1,7,7,2,0
Cc1onc(-c2ccccc2)c1C(=O)Nc1nnc(-c2ccncc2)s1,2,12,100,0,2.9,0.7,2,17,0,0
CC(=O)Oc1ccccc1Cn1c(C)c(C(=O)NCc2ccc(F)cc2)sc1=O,-2,6,106,5,-0.7,1.2,.,0,-4,4
COc1ccc(C(=O)O)cc1S(=O)(=O)Nc1ccc2cn[nH]c2c1,-3,3,99,-6,-2.6,0.1,-13,-3,-1,-2
CN(CC1CCCN(CCc2ccccc2F)C1)C(=O)c1cc2ccccc2o1 (stereo not given),12,2,98,-1,-0.1,0.1,-10,2,-3,3
CCOc1ccc(NC(=O)COc2ccc3c(c2)CCC3)cc1OC,5,16,97,-4,-2.1,0.3,-11,6,3,2
COC(=O)c1c(O)ccc(Oc2ccccc2)c1C(=O)OC,-2,0,94,-7,-2.0,-0.2,-7,1,-1,0
COc1cccc(NC(=O)C(C)(C)C)c1,-1,3,93,-7,-0.4,0.2,7,-3,3,-4
COc1ccc(-c2nc(C#N)c(N3CCN(C(=O)c4ccco4)CC3)o2)cc1OC,9,15,90,-10,-1.1,0.3,-2,-2,-2,13
O=C(NCC(c1ccco1)N1CCc2ccccc2C1)C(=O)Nc1ccccc1F (stereo not given),-1,3,94,-5,1.9,0.1,4,-6,-3,1
CN(c1ccc(C(=O)N2CCc3ccccc3C2)cc1)S(C)(=O)=O,-4,-4,96,2,-2.2,-0.1,1,-4,2,-1
COCCCN1CN(S(=O)(=O)c2cccs2)c2nc3ccccc3nc21,-5,19,97,-7,-1.3,0.0,-12,3,-1,-2
COC(=O)c1sccc1NC(=O)Nc1ccc(OC)cc1,-8,-4,105,-3,-1.8,-0.3,0,-2,1,-1
CCc1cc(=O)oc2c(C)c(OCC(=O)NCC3CCC(C(=O)O)CC3)ccc12 (stereo not given),10,13,100,-8,0.5,-0.2,-5,7,4,-6
CCC1=Nc2cc(C(=O)NCc3ccco3)ccc2Sc2ccccc21,-2,-9,109,2,1.2,0.0,-6,3,11,3
O=C(O)CCc1ccc(-c2cccs2)n1NC(=O)c1ccccc1Br,5,1,91,-9,0.1,-0.1,-2,8,-1,0
Cc1cccc(C(=O)NC2CCN(C(=S)NCc3ccco3)CC2)c1,3,-1,146,-7,-0.9,-0.1,-2,-1,1,-2
Oc1ccc(CN2CCN(c3ncccn3)CC2)cc1,6,9,97,8,0.0,0.0,-2,0,2,-5
O=C(C(Cc1ccccc1)n1cccc1)N1CCc2ccccc21 (stereo not given),5,3,103,2,-0.8,0.3,2,-6,-3,1
O=c1[nH]c(/C=C/c2ccccc2Cl)c([N+](=O)[O-])c(=O)[nH]1,2,10,96,14,1.8,0.2,-9,39*,3,-6
CN1CCN(C(=O)CCNC(=O)Cn2cnc3ccccc3c2=O)CC1,4,2,168,-4,-0.8,0.0,-2,-9,3,-9
C(=C\c1ccc2nncn2c1)/c1ccccc1,-10,-5,109,-3,-1.5,0.0,.,3,4,-9
C/C(CC(=O)Nc1cccnc1)=N/NC(=O)COc1ccc(Cl)cc1Br,8,-1,97,-19,3.4,0.1,-1,3,-1,1
Cn1nc(C(=O)OCC(=O)c2ccc(Br)cc2)c2ccccc2c1=O,-15,5,102,-3,1.4,-0.2,-4,-10,1,4
O=C(NCCN1CCC(n2c(=O)[nH]c3ccccc32)CC1)c1c(F)cccc1F,.,.,97,1,.,-0.2,.,5,.,10
CC1CN(S(=O)(=O)c2ccc(C(=O)Nc3nnc(-c4ccc5c(c4)CCCC5)o3)cc2)CC(C)O1 (stereo not given),8,2,97,-8,-1.5,0.3,-2,2,2,0
COc1ccc(F)cc1C(=O)C1CCCN(C(=O)CSc2ccccn2)C1 (stereo not given),-8,-3,89,-1,-2.5,0.3,-13,-3,4,-2

Remaining list, next part:
Structure,Vif inh,MC4R antag cAMP,ABCB6 inh 2,NOD2-RIPK2 inh,MC4R ag barr,aDG glyco up,TLR9-MyD88 inh,ABHD5-PLIN5 inh,N-glyco inh,Granule exo inh
Cc1cc2ccccc2n2c(SCC(=O)N3CCOCC3)nnc12,2,13,103,2,2.3,-0.3,-4,3,0,-6
O=C(O)CCCC(=O)Nc1ccccc1C(=O)N1CCOCC1,-4,-1,88,-20,-2.5,0.1,7,3,0,-2
C=CCNc1nc(C(=O)OCC(=O)c2ccc(F)cc2)cs1,-8,1,93,-1,-0.8,-0.3,-12,2,0,-5
COc1ccc(NC(C)=O)cc1S(=O)(=O)NC(C)c1ccc(-n2ccnc2)cc1 (stereo not given),-1,2,94,0,-0.7,0.0,2,-1,-1,0
Cc1c[n+]([O-])ccc1[N+](=O)[O-],4,2,95,-10,-2.2,0.5,3,-5,0,-2

Quoted at random: two compounds from above
Structure,Vif inh,MC4R antag cAMP,ABCB6 inh 2,NOD2-RIPK2 inh,MC4R ag barr,aDG glyco up,TLR9-MyD88 inh,ABHD5-PLIN5 inh,N-glyco inh,Granule exo inh
Cc1c[n+]([O-])ccc1[N+](=O)[O-],4,2,95,-10,-2.2,0.5,3,-5,0,-2
Cc1cc2ccccc2n2c(SCC(=O)N3CCOCC3)nnc12,2,13,103,2,2.3,-0.3,-4,3,0,-6
